Screens from PubChem BioAssay.
K1F lysis inhibition = inhibition of K1F phage lysis, E. coli UTI89, bacterial capsule biogenesis inhibitors, alamar blue (AID 488966); E. coli UTI89 K1F phage lysis, alamar blue, 2 h; higher % means a stronger effect; one-dose inhibition, % at 100 µM; IC50 in µM for titrated hits; hit rate 0.02% among 340,000;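 active means phage lysis inhibition, versus mean bacterial control, above a set limit; inconclusive means no clear call, values can overlap the other calls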;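 further: capsule biogenesis inhibitors block K1F phage lysis so surviving cells raise fluorescence; higher fluorescence means more inhibition of phage lysis; actives were called in the ten point dose series up to 300 µM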
Dengue-2 NS5 capping = Dengue-2 NS5 methyltransferase inhibitors, primary screen, biochemical, confirmation dose response (AID 588689); Genome polyprotein (Dengue virus type 2 (strain 16681-PDK53)); Dengue-2 NS5 methyltransferase capping enzyme assay, biochemical; higher % means a stronger effect; hit rate 0.3% among 340,000; inhibition, % at 25 µM, or IC50 in µM where a hit was titrated; in the data active means a potency from the dose series; inconclusive means inhibition above about 29% without an active follow-up result
Dengue-2 NS5 capping pilot replicate = second read-out of Dengue-2 NS5 capping, no call of its own (marks repeat the call); inhibition, %; measured here: pilot screen replicate inhibition
Starred values were filed as active, the others as inactive; ? = inconclusive; [ ] = dose if it differs, or a comment. These rows are one share of the data, so the mix of outcomes need not match the whole.

SMILES	K1F lysis inhibition	Dengue-2 NS5 capping	others
Cc1ccc(S(=O)(=O)N2CCN(C(=O)COC(=O)CC(C)c3ccccc3)CC2)c(C)c1 (centres undefined)	-0.1%[50 µM]	-1%
CN(Cc1ccccc1)C(=O)c1cccc(NC(=O)Cc2cccc(NC(=O)C3CCN(C(=O)c4ccccc4)CC3)c2)c1	0.3%	-10%	Dengue-2 NS5 capping pilot replicate=-3.7
COc1ccc(C(CNC(=O)CCNS(=O)(=O)c2ccc(Br)cc2)N2CCOCC2)cc1 (centres undefined)	0.9%[50 µM]	-5%
O=c1oc(C2(O)CCCCC2)cc2ccc(-c3ccc4[nH]ccc4c3)cc12	-0.2%	-1%
C[C@H]1CN([C@@H](C)CO)C(=O)c2cccc(NC(=O)C3CC3)c2O[C@H]1CN(C)S(=O)(=O)c1cccs1	0.2%	3%	Dengue-2 NS5 capping pilot replicate=-0.9
Cc1ccc(S(=O)(=O)N2CCCCC2)cc1NC(=O)c1cncc(Br)c1	0.7%[50 µM]	1%
CC(=O)OCC1(O)CC23CCC4c5ccoc5CCC4(C)C2CCC1C3 (centres undefined)	0.3%	-2%
CCC(CC)CN1CCC(CN2C(=O)C(=O)NC[C@@H]2[C@@H](C)CC)CC1	0.2%	0%	Dengue-2 NS5 capping pilot replicate=4.6
O=c1oc2ccccc2c(=O)c2ccccc12	-0.7%	-1%
Cc1nnc(SC(C)C(=O)NC2CCCCC2)s1 (centres undefined)	1.2%[50 µM]	-1%
Cc1ccc(NC(=O)CNc2cccc(Br)c2)cc1S(=O)(=O)N1CCOCC1	0.2%[50 µM]	-10%
Cc1ccc(CNC(=O)CCNC(=O)c2ccc([N+](=O)[O-])cc2)cc1	0.5%[50 µM]	-14%
CCN(C(=O)CSc1nc(C)cc(=O)[nH]1)C1CCCCC1	0.5%[50 µM]	-1%
O=C(c1ccccc1)N1CCCCC1	0.2%	3%
COc1cc(OC)cc(C(=O)NC(C(=O)Nc2ccc(N3CCOCC3)cc2)C(C)C)c1 (centres undefined)	1.2%[50 µM]	1%
O=C(COC(=O)c1ccc2c(c1)OCCO2)NCCc1ccccc1	-0.2%[50 µM]	-3%
O=C(CN1C(=O)NC2(CCCCCC2)C1=O)Nc1ccc([N+](=O)[O-])cc1	-1.8%	-6%
C[C@H](CO)N1C[C@H](C)[C@@H](CN(C)S(=O)(=O)c2ccc(F)cc2)Oc2c(NS(=O)(=O)c3ccccc3)cccc2C1=O	0.1%	-5%	Dengue-2 NS5 capping pilot replicate=-0.6
COc1cc(/C=C/C=C2/CC/C(=C/C=C/c3ccc(O)c(OC)c3)C2=O)ccc1O	4.9%	?
C[C@H]1CN([C@@H](C)CO)C(=O)Cc2cc(NS(=O)(=O)c3ccc(Cl)cc3)ccc2O[C@@H]1CN(C)C(=O)Nc1cccc2ccccc12	1.4%	-2%	Dengue-2 NS5 capping pilot replicate=1.8

Looked up by structure from the list above (six):
SMILES	K1F lysis inhibition	Dengue-2 NS5 capping	others
CCN(C(=O)CSc1nc(C)cc(=O)[nH]1)C1CCCCC1	0.5%[50 µM]	-1%
Cc1ccc(NC(=O)CNc2cccc(Br)c2)cc1S(=O)(=O)N1CCOCC1	0.2%[50 µM]	-10%
O=C(c1ccccc1)N1CCCCC1	0.2%	3%
Cc1ccc(CNC(=O)CCNC(=O)c2ccc([N+](=O)[O-])cc2)cc1	0.5%[50 µM]	-14%
CC(=O)OCC1(O)CC23CCC4c5ccoc5CCC4(C)C2CCC1C3 (centres undefined)	0.3%	-2%
COc1ccc(C(CNC(=O)CCNS(=O)(=O)c2ccc(Br)cc2)N2CCOCC2)cc1 (centres undefined)	0.9%[50 µM]	-5%

Continued:
SMILES	K1F lysis inhibition	Dengue-2 NS5 capping	others
CC(C)(C)OC(=O)NCC(=O)NNC(=O)C(C(=O)OCc1ccccc1)c1ccccc1 (centres undefined)	-0.2%	-8%
O=C(CN1CCCCC1)NC(=O)Nc1ccccc1F	-1.0%	-3%
O=C(c1ccc(F)cc1)C1CCN(Cc2ccccc2)CC1	0.0%	-10%
CN(C)c1ccc(C(=O)C(O)c2ccccc2Cl)cc1 (centres undefined)	-5.3%	-5%
Cc1cc(Br)c(NC(=O)CSc2n[nH]c(N)n2)c(Br)c1	0.3%[50 µM]	0%
CCOC(=O)[C@@H]1[C@H]2COc3ccccc3[C@@H]2N2C(=O)N(c3cccc(C)c3)C(=O)[C@@]12C	-0.6%	-3%
O=C(C[C@H]1C/C=C\C[C@@H](NC(=O)OCC2c3ccccc3-c3ccccc32)C(=O)O[C@@H](c2ccccc2)CNC1=O)N[C@H](CO)Cc1ccccc1	0.3%	-6%
CN(C)CCNc1ccc2ncn3c4ccc(O)cc4c(=O)c1c23	10%	?
COc1ccc(C2CC(=O)Oc3cc4c(cc32)OCO4)cc1 (centres undefined)	-0.2%	2%	Dengue-2 NS5 capping pilot replicate=-0.9
COc1cccc(COC(=O)c2cc(S(=O)(=O)N3CCOCC3)ccc2Cl)c1OC	0.2%	-4%
CC(=O)Nc1ccc(NCc2ccc(-c3ccccc3)cc2)cc1	-0.4%	-8%
CC(=NNC(=S)N1CCN(c2ccccn2)CC1)c1ccccn1	1.2%	-10%
CCCCCCCSc1ncnc2[nH]ncc12	2.6%	-1%
c1ccc2cc(N3CCCCC3)ccc2c1	3.6%	-5%
O=C(COC(=O)c1ccc(S(=O)(=O)N2CCCCC2)cc1)Nc1ccccc1Cl	0.3%[50 µM]	4%
Cc1ccc2c(c1)[C@@H]1[C@H](CO2)[C@H](c2ccccc2)[C@@]2(C)C(=O)N[C@H](C)C(=O)N12	0.8%	-6%
Cc1noc(C)c1NC(=O)N(C)C[C@H]1Oc2ccc(NC(=O)Cn3cnnn3)cc2C(=O)N([C@H](C)CO)C[C@@H]1C	1.4%	3%	Dengue-2 NS5 capping pilot replicate=1.2
O=C1CCCN1CCCNS(=O)(=O)c1cccs1	0.7%[50 µM]	3%
Nc1c(N(CCCO)C(=O)CCCN2C(=O)c3cccc4cccc(c34)C2=O)c(=O)[nH]c(=O)n1Cc1ccccc1	0.3%[50 µM]	0%
CCOC(=O)C1CCCC12Nc1cccc3cccc(c13)N2 (centres undefined)	1.0%	2%

Of the compounds above, these contain a thiophene ring, fused or not:
SMILES	K1F lysis inhibition	Dengue-2 NS5 capping	others
C[C@H]1CN([C@@H](C)CO)C(=O)c2cccc(NC(=O)C3CC3)c2O[C@H]1CN(C)S(=O)(=O)c1cccs1	0.2%	3%	Dengue-2 NS5 capping pilot replicate=-0.9
O=C1CCCN1CCCNS(=O)(=O)c1cccs1	0.7%[50 µM]	3%

(further entries)
SMILES	K1F lysis inhibition	Dengue-2 NS5 capping	others
CCOC(=O)C1=C(COC(=O)CSc2ccc(C)cc2C)NC(=O)NC1C (centres undefined)	0.6%[50 µM]	2%
CC1CCC(CC(=O)O)(C(=O)O)CC1 (centres undefined)	1.1%	2%
CCOc1ccc(C(=O)OCC(=O)Nc2cccnc2Cl)cc1OCC	0.8%[50 µM]	-3%
COC(=O)[C@]1(Cc2ccccc2)N[C@H](CN(C)C(=O)Nc2ccccc2)[C@@H]2C(=O)N(Cc3ccccc3)C(=O)[C@@H]21	1.0%	-8%	Dengue-2 NS5 capping pilot replicate=-3.9
COc1cccc(-c2sc3ccc(OC)cc3c2-c2ccc(OCCN3CCOCC3)cc2)c1	0.2%	-12%
Cc1cccc(NC(=O)c2ccc(NS(=O)(=O)c3cccc4cccnc34)cc2)c1	-0.3%	-17%
Cc1cccnc1NC(=O)c1ccco1	1.5%[50 µM]	1%
Cc1cc(C)c(C)c(S(=O)(=O)N2CCC(C(=O)OCC(=O)NC3CCS(=O)(=O)C3)CC2)c1C (centres undefined)	-0.5%	-6%
CC(C)(C)OC(=O)N(Cc1ccccc1)Cc1cccc(OCc2cccc(NC(=O)C3CC3)c2)c1	0.2%	4%
Cc1ccc(S(=O)(=O)N2CCN(C(=O)c3cc(S(=O)(=O)N4CCOCC4)ccc3F)CC2)cc1	1.9%	0%
O=C1OC[C@@H]2CCCN2C(=O)[C@@H](CC(=O)N(CCO)Cc2ccccc2)C/C=C\C[C@H]1Cc1ccc(F)cc1	-0.9%	4%
Cc1ccc(C(=O)N(C)Cc2nc3ccccc3c(=O)[nH]2)cc1NC(=O)c1ccco1	-0.8%	1%
O=C(Cc1ccc(S(=O)(=O)N2CCOCC2)s1)N1CCN(S(=O)(=O)c2ccccc2F)CC1	0.7%[50 µM]	-1%
C[C@H](CO)N1C[C@H](C)[C@@H](CN(C)S(=O)(=O)c2ccc(F)cc2)Oc2ccc(NC(=O)Nc3ccc(C(F)(F)F)cc3)cc2C1=O	-0.3%	-6%
Cc1noc(C)c1NC(=O)N(C)C[C@H]1Oc2ccc(NC(=O)Nc3ccc(C(F)(F)F)cc3)cc2C(=O)N([C@H](C)CO)C[C@@H]1C	1.6%	-8%
CCOc1ccc(S(=O)(=O)N2CCN(C(=O)COc3ccc(Br)cc3)CC2)cc1	0.2%[50 µM]	-13%
COc1ccc(C)cc1CN(C)c1ccc(S(=O)(=O)N2CCN(C)CC2)cn1	1.2%[50 µM]	-1%
CS(=O)(=O)c1ccc(Cl)c(NC(=O)CCN2C(=O)NC3(CCCC3)C2=O)c1	-0.2%	7%
COc1ccc(-c2sc3ccccc3c2/C=C/c2ccc(OC)c(OC)c2)cc1	-0.2%	3%
CCCN(CC(=O)Nc1ccccc1C)C(=O)C1CC(=O)N(c2ccc(C)cc2)C1 (centres undefined)	0.4%[50 µM]	-4%
COc1ccc(C=NN=C2c3ccccc3-c3ccccc32)cc1O	-2.2%	4%
C[C@@H]1CN(S(=O)C(C)(C)C)[C@H](CCO)/C1=C\c1ccccc1 (some centres undefined)	-0.3%	-2%	Dengue-2 NS5 capping pilot replicate=1.8
Cc1cc(NC(=O)NCc2ccco2)ccc1NC(=O)NCc1ccco1	-2.4%	7%
COc1cccc(NC(=O)CN(C)C(=O)c2cc(-c3ccccc3)nn2-c2ccccc2)c1	-5.8%	2%
O=C1NC(=O)/C(=C\c2ccc(Cl)cc2Cl)N1	1.9%	8%
O=C(COc1ccccc1F)Nc1nc(-c2ccccn2)cs1	-0.4%	22%
O=C(/C=C/c1ccc(Cl)cc1)N1CCN(CCN2C(=O)c3cccc4cccc(c34)C2=O)CC1	1.1%	0%
CC(=O)N/C(=C\c1ccccc1)C(=O)OCC(=O)Nc1cc(S(=O)(=O)N(C)C)ccc1Cl	1.2%[50 µM]	-1%
Cc1ccccc1-n1c(SC(C)C(=O)NCC2CCCO2)nnc1-c1ccncc1 (centres undefined)	0.1%[50 µM]	-12%
CCc1nc2ccccc2c(C(=O)OCC(=O)NC2CC2)c1C	0.8%[50 µM]	-12%
O=C(O)Cn1cnc2c(OCc3ccccc3)ncnc21	0.2%	3%	Dengue-2 NS5 capping pilot replicate=2.1
N#Cc1ccc(OCC(=O)OCC(=O)c2ccccc2)cc1	0.1%	9%
O=C(COC(=O)C12CC3CC(CC(Cl)(C3)C1)C2)N1CCCCC1	?	7%
COC(=O)[C@]1(C)N[C@H](CN(C)S(=O)(=O)c2ccc(C(C)(C)C)cc2)[C@@H]2C(=O)N(C)C(=O)[C@@H]21	-0.2%	-8%	Dengue-2 NS5 capping pilot replicate=2.7
COc1cccc(NC(=O)CN(C)C(=O)/C=C/c2cn(-c3ccccc3)nc2-c2ccc(OC)c(OC)c2)c1	0.3%[50 µM]	3%
Cc1ccc(CNCCCn2cnc(C(=O)Nc3ccc(C)c(C)c3)n2)o1	0.3%	-3%	Dengue-2 NS5 capping pilot replicate=-5.5
COc1ccc(S(=O)(=O)Nc2ccc3c(c2)C(=O)N([C@H](C)CO)C[C@H](C)[C@@H](CN(C)S(=O)(=O)c2cccs2)O3)cc1	-0.8%	6%
NC(=O)c1ccc(NC(=O)COC(=O)CCCOc2ccccc2)cc1	0.9%[50 µM]	-9%
CCCCn1c(N)c(N(CCC(C)C)C(=O)c2ccccc2-n2cnnn2)c(=O)[nH]c1=O	1.4%[50 µM]	-1%
Cn1c(SCC(=O)NCc2ccco2)nnc1C1CC1	2.2%[50 µM]	-10%
O=C(c1cncc(Br)c1)N1CCN(S(=O)(=O)c2ccc3ccccc3c2)CC1	0.1%[50 µM]	0%
COc1ccccc1OCCC(=O)OCC(=O)Nc1ccc2c(c1)OCO2	-3.1%	4%
NS(=O)(=O)c1ccc(N2CCN(C(=O)c3ccco3)CC2)nc1	0.8%[50 µM]	-4%
COc1ccc2cc(N3CCCC3=O)ccc2c1	2.0%	-4%
O=C1CSC(=S)N1Nc1ccccc1	-0.3%	-12%
Cn1nc(C(=O)OCC(=O)c2ccccc2)c2ccccc2c1=O	0.8%[50 µM]	-10%
CC(=O)c1ccc(S(=O)(=O)Nc2ccc(C(=O)NC3CC3)cc2)cc1	0.4%[50 µM]	-3%
COc1ccc(S(=O)(=O)Nc2ccc3c(c2)C(=O)N([C@@H](C)CO)C[C@H](C)[C@H](CN(C)CC2CC2)O3)cc1	-0.4%	-13%
C=CCC[C@@H](Cc1ccc(F)cc1)C(=O)O[C@H](CNC(=O)[C@@H](CC=C)CC(=O)N[C@H](CO)Cc1ccccc1)c1ccccc1	1.2%	5%
CCC(CO)Oc1cc(NCc2cccc(C)c2)c2ncn(C(C)C)c2c1 (centres undefined)	-1.3%	29%
COc1cc(C(=O)NCC2CCCO2)ccc1OCc1ccc(Cl)cc1 (centres undefined)	0.1%[50 µM]	-7%
O=C1C(Cl)=C(NCCCN2CCOCC2)C(=O)c2ccccc21	-3.6%	17%
O=CNC1(c2ccccc2)CCCCC1	1.6%	-2%
COCCn1cnnc1SCC(=O)Nc1cc(C)on1	-0.6%	2%
CCOc1ccccc1C=NNC(=O)c1cccc2ccccc12	4.0%	-3%
